Compound activity deposited in PubChem BioAssay by National Center for Advancing Translational Sciences (NCATS).
TDP1 cell CPT: DT40-hTDP1 cell growth loss with CPT; chicken DT40 Tdp1-/-;hTDP1 cells + 20 nM CPT, ATP luminescence, 48 h; Potency, µM (top dose mostly 46.2 µM), without a hit: at the highest dose activity change, negative = growth inhibition, usual class: inhibitors; actives 12% (n = 420,000); AID 686979; note: nearly all actives have a fitted effect of over 55% in size
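Cell growth measured by CellTiter-Glo luminescence after a minimum 48 h, 37 C compound exposure with 20 nM CPT in Tdp1-knockout DT40 cells stably expressing hTDP1, seeded 400/well; qHTS titration format.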
GCN5L2 inh: inhibitors of human GCN5L2 histone acetyltransferase; Q92830; GCN5L2 HAT assay, ThioGlo1 CoA-SH fluorescence; Potency, µM (top dose mostly 58.9 µM), for inactives: top-dose activity change, negative = inhibition, hits mostly inhibitors; actives 0.21% (n = 390,000)
Target sequence (Q92830 whole entry, looked up): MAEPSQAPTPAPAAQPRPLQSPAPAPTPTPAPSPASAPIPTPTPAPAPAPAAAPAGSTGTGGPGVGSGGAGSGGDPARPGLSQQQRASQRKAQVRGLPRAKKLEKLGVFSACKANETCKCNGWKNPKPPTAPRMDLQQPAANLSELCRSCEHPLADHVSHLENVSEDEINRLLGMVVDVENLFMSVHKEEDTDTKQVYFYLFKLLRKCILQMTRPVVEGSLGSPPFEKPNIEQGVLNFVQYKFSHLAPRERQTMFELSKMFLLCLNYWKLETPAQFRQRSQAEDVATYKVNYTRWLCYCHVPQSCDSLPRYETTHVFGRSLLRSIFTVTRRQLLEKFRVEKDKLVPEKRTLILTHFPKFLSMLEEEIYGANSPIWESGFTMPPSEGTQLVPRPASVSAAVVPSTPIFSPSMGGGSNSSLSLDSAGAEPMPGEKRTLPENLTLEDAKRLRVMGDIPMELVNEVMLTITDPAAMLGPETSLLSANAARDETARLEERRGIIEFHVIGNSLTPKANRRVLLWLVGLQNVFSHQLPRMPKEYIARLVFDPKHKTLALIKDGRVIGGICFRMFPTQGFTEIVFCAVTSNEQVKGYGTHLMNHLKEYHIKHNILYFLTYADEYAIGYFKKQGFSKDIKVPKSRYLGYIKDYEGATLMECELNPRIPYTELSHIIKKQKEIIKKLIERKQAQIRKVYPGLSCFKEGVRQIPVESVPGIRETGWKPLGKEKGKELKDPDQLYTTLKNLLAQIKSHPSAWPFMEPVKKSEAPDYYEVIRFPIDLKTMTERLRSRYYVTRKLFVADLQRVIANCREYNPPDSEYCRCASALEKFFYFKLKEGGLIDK
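ThioGlo1-coupled HAT assay: 20nM GCN5L2, 70uM acetyl-CoA, 75uM H3(1-25) peptide, pH 7.5. Fluorescence read at 340/540nm at start and after 20 min at room temperature.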
TDP1 cell noCPT: qHTS for Inhibitors of human tyrosyl-DNA phosphodiesterase 1 (TDP1): qHTS in cells in absence of CPT; DT40 Tdp1-/- hTDP1 cells, no CPT, ATP luminescence, 48 h; Potency, µM (highest dose often 46.2 µM), without a hit: at the highest dose activity change, negative = growth inhibition, most hits filed as inhibitors; actives 15% (n = 420,000); note: nearly all actives have a fitted effect of over 55% in size
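Growth of hTDP1-complemented DT40 Tdp1-knockout cells is measured by ATP luminescence after at least 48 hr compound exposure at 37 °C, with DMSO substituting for the 20 nM CPT used in the parallel screen.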
* = called active by the depositor; ? = inconclusive; . = no result given; [ ] = remark or other dose. Calls come from the whole dose curve; as a rule, active = well fitted curve in the direction sought with a large enough effect; inconclusive = small, poorly fitted or top-dose-only effect, or another doubt; inactive = no such curve, though single readings can be large; an effect the other way counts as inactive or inconclusive. % is set by controls: 0 for no effect and ±100 for the full control effect; potency is the fitted concentration of half-maximal effect. This is a subset, so the mix of outcomes need not match the whole.

SMILES	TDP1 cell CPT	GCN5L2 inh	TDP1 cell noCPT
COc1ccc(NC(=O)CSc2nnc(Cc3cccn3C)n2-c2ccc(F)cc2)cc1	-9%	-6%	-22%
Cc1cccc(OCC(=O)NCCNC(=O)c2ccccn2)c1	-3%	3%	3%
S=C(Cc1ccccc1)Nc1ccccc1	-27%	.	-7%
COC(=O)c1cc(S(=O)(=O)N2CCN(c3cc(Cl)ccc3C)CC2)c[nH]1	?	-8%	?
COc1ccc(Cl)cc1NC(=S)NCc1ccccn1	?	3%	?
C=CCn1c(CNc2ccc(C)cc2)nnc1SCC(=O)N/N=C/c1ccc(O)cc1	-5%	-2%	?
CCc1nn(CC(=O)N2CCN(c3cccc(C)c3)C(C)C2)c(=O)c2cc3sccc3n12 (centres undefined)	21µM*	-12%	23µM*
COc1ccc(S(=O)(=O)N2CCCCCC2)cc1NC(=O)CN1C(=O)NC(C)(c2ccc(C)cc2)C1=O (centres undefined)	?	-1%	?
O=C(Nc1nc2ccccc2s1)C1CCCN1S(=O)(=O)c1ccc(Cl)cc1 (centres undefined)	-8%	-20%	-14%
O=C(COC(=O)C1CCCCC1)NCc1ccc(Cl)cc1	14%	-1%	10%

More compounds.
SMILES	TDP1 cell CPT	GCN5L2 inh	TDP1 cell noCPT
CCn1cc2nc(SCc3cccc(C(F)(F)F)c3)n(CCc3ccccc3)c(=O)c2n1	23µM*	-2%	13µM*
Cc1cc(N2CCN(c3ccccn3)CC2)n2nc(C)nc2n1	-3%	.	-25%
COc1ccc(-c2ccc3ccccc3n2)cc1OC	4%	5%	?
COc1ccccc1NC(=O)CCC(=O)Nc1nnc(C(F)(F)F)s1	-14%	-2%	6%
O=C(COC(=O)Cc1ccccc1F)NCc1ccccc1Cl	11%	.	5%
Cc1ccccc1-c1nc(NCCN2CCOCC2)c2ccccc2n1	-11%	-13%	-22%
CC(C)Nc1nc(NC(C)C)nc(C(N)=O)n1	-16%	-2%	0%
COc1cccc(C(=O)Nc2nc3nc(C)c(Cc4ccccc4)c(=O)n3[nH]2)c1	-24%	-3%	?
Cc1ccc2nc3c(nc2c1)-c1ccccc1C3=O	?	-1%	?
CC(=O)NC(NC(=S)Nc1ccc(N=Nc2ccccc2C)cc1C)C(Cl)(Cl)Cl (centres undefined)	?	-13%	?

Next section.
SMILES	TDP1 cell CPT	GCN5L2 inh	TDP1 cell noCPT
C#CCOCCOCCOCCNc1nc(N2CCN(C(=O)CCCCCCCCCCNC(=O)[C@@H](CCC(=O)O)n3cc(CCCCCN)nn3)CC2)nc(N2CCN(C(=O)CCCCCCCCCCNC(=O)[C@H](CCCCN)n3cc(C[C@@H](C)CC)nn3)CC2)n1	?	-1%	?
CC1(C2CC2)NC(=O)N(CC(=O)Nc2ccccc2F)C1=O (centres undefined)	-18%	2%	0%
O=C(CCn1cnc(-c2ccccc2)c1-c1ccccc1)N/N=C/c1ccc(O)cc1	?	5%	?
Cc1nnn(-c2nonc2N)c1C(=O)N/N=C/c1ccccc1O	4.1µM*	-9%	4.6µM*
C[C@@H](NC(=O)c1[nH]cnc1C(=O)Nc1ccon1)c1ccccc1	16µM*	-6%	?
CC(C)CCN1CC(=O)N2Cc3[nH]c4ccccc4c3C[C@H]2C1=O	-22%	-1%	?
CSc1nsc(SC)c1NC(=O)N1CCCCC1	-14%	1%[0.501 µM]	-10%
COc1cc(SC)ccc1C(=O)Nc1ccc(Br)cn1	?	-2%	13µM*
C=C1CC/C=C(\C)CC[C@@H]2[C@@H]1CC2(C)C	-8%	-9%	-6%
O=C(COC(=O)/C=C/c1ccccc1[N+](=O)[O-])Nc1ccc2[nH]c(=O)[nH]c2c1	1%	-9%	-3%

(next part)
SMILES	TDP1 cell CPT	GCN5L2 inh	TDP1 cell noCPT
CCOC(=O)c1[nH]c2c(c1Cc1ccccc1)C(=O)CC(c1ccccc1)C2 (centres undefined)	18µM*	-13%	21µM*
COC(=O)/C=C1\SC(=Nc2ccc(Cl)c(Cl)c2)NC1=O	-4%	-8%	-7%
CCCCNC(=O)Nc1nnc(SCC(=O)OCC)s1	0%	0%	2%
COc1ccc(C(C)=O)cc1CSc1nnc(C)n1-c1ccccc1	-14%	1%	-105%
COc1cc(N)ccc1NC(=O)c1cccs1	-27%	-2%	-9%
NC(=O)C1CCN(C(=O)COc2ccc(S(=O)(=O)NC3CCCC3)cc2)CC1	10%	-2%	-5%
CC1Cn2c(nnc2-c2cccs2)S1 (centres undefined)	-7%	.	-6%
COc1cccc(Nc2ncc3nc(-c4ccc(Cl)cc4)c(=O)n(CCC#N)c3n2)c1	13%	?	-1%
CN(C)N=Nc1ccc(S(=O)(=O)/N=C(\O)c2ccccc2)cc1	2%	-10%	-28%
O=C(Cn1cnc2c(nnn2Cc2ccc(F)cc2)c1=O)NCC1CCCO1 (centres undefined)	12%	-5%	8%

Next section.
SMILES	TDP1 cell CPT	GCN5L2 inh	TDP1 cell noCPT
CCC(=O)Nc1cc(Cl)ccc1N1CCN(C(=O)CC)CC1	-26%	-5%	?
CC1=C([N+](=O)[O-])C(c2ccc(Cl)cc2)NC(=O)N1C (centres undefined)	6.5µM*	-5%	5.8µM*
CCOc1ccccc1NC(=O)N1CCCC1C(=O)NCc1cccs1 (centres undefined)	?	0%	-3%
O=C(CN(C(=O)c1csnn1)c1ccc(Br)cc1)NC1CCCC1	3%	3%	-4%
CCOC(=O)N1CCN(C(=O)c2ccccc2Oc2ccccc2)CC1	-8%	2%	?
c1ccc2c(N3CCNCC3)nc(-c3ccc4c(c3)OCO4)nc2c1	?	-4%	21µM*
O=c1c(-c2cc(F)cc(F)c2)nc2cncnc2n1-c1ccccc1	8%	-7%	-2%
O=C(N/N=C/C=C\c1ccccc1[N+](=O)[O-])c1cc(-c2ccccc2)nc2ccccc12	23µM*	-4%	15µM*
Cc1ccnc(N2C(=O)c3ccccc3C2Nc2ccccc2Cl)c1 (centres undefined)	?	-2%	?
O=C(O)C(c1ccccc1)N1C(=O)/C(=C\c2ccc(-c3ccccc3Cl)o2)SC1=S (centres undefined)	6%	?	-17%

Seven structures out of the list, ordered by length of the SMILES, highest first:
SMILES	TDP1 cell CPT	GCN5L2 inh	TDP1 cell noCPT
O=C(N/N=C/C=C\c1ccccc1[N+](=O)[O-])c1cc(-c2ccccc2)nc2ccccc12	23µM*	-4%	15µM*
O=C(O)C(c1ccccc1)N1C(=O)/C(=C\c2ccc(-c3ccccc3Cl)o2)SC1=S (centres undefined)	6%	?	-17%
c1ccc2c(N3CCNCC3)nc(-c3ccc4c(c3)OCO4)nc2c1	?	-4%	21µM*
CCOC(=O)N1CCN(C(=O)c2ccccc2Oc2ccccc2)CC1	-8%	2%	?
Cc1ccnc(N2C(=O)c3ccccc3C2Nc2ccccc2Cl)c1 (centres undefined)	?	-2%	?
CCOc1ccccc1NC(=O)N1CCCC1C(=O)NCc1cccs1 (centres undefined)	?	0%	-3%
CCC(=O)Nc1cc(Cl)ccc1N1CCN(C(=O)CC)CC1	-26%	-5%	?

Next compounds:
SMILES	TDP1 cell CPT	GCN5L2 inh	TDP1 cell noCPT
O=C(NCCCCc1ccccc1)c1cccc([N+](=O)[O-])c1	18µM*	-4%	16µM*
COCCNc1nc2cc(-c3ccc(C)cc3)sc2c(=O)n1C	?	.	?
Cc1ccc(S(=O)(=O)N(CC(=O)Nc2cccc(C(F)(F)F)c2)C(=O)N2CCN(C)CC2)cc1	0%	2%	1%
CC(=O)N=c1sccn1CC(O)c1ccc(Br)cc1 (centres undefined)	4%	-1%	-13%
C=CCOc1cccc(C2C(C(=O)c3ccco3)=C(O)C(=O)N2Cc2ccco2)c1 (centres undefined)	13%	-4%	0%
CNC(=O)C(C#N)(Cc1cc(C(C)=O)ccc1OC)Cc1cc(C(C)=O)ccc1OC	3%	-3%	3%
COc1ccc(C)cc1NC(=O)Cn1c(=O)oc2ccccc21	9.2µM*	4%	2.1µM*
CCCCN(C(=O)CNC(=O)c1cccs1)C(C(=O)NC1CCCC1)c1ccncc1 (centres undefined)	-6%	-5%	-3%
Cc1cc(C)n(S(=O)(=O)c2ccccc2[N+](=O)[O-])n1	?	2%	-24%
Cc1ccc2c(c1)N(CCCC(=O)NCc1ccc3c(c1)OCO3)C(=O)CO2	-3%	1%	-19%

Next part.
SMILES	TDP1 cell CPT	GCN5L2 inh	TDP1 cell noCPT
O=C(NCC(c1cccnc1)N1CCN(c2ccccc2F)CC1)C(=O)Nc1ccc(F)cc1F (centres undefined)	?	-1%	15µM*
C[n+]1ccc(C(=O)NCCC[N+](C)(C)C)cc1/C=N/O	1%	0%	-20%
COc1ccccc1N=Nc1ccc(O)c2ncccc12	2.9µM*	-5%	2.9µM*
O=C(Nc1cn(-c2ccccc2)nc1-c1ccc(Cl)cc1)c1ccccc1	?	-14%	?
CCN(CC)CCCNC(=O)C1c2ccccc2C(=O)N(CCOC)C1c1ccc(F)cc1 (centres undefined)	-8%	-5%	-6%
CCCCNC(=O)COC(=O)CCC(=O)c1ccc(Cl)cc1	-5%	-13%	-1%
CC(Oc1ccc(Cl)cc1Cl)c1ccn[nH]1 (centres undefined)	-17%	-4%	?
Cc1ccc(/C([O-])=C(/C(=S)NCc2ccc3c(c2)OCO3)[n+]2ccc(N(C)C)cc2)c(C)c1	?	-7%	?
COc1ccc2c(c1)C(c1ccc(N3CCOCC3)cc1)=NNC(c1cccnc1)=N2	-24%	0%	?
CCCCCCCNC(=O)c1cc(-c2ccncc2)nc2ccccc12	?	-4%	?

New compounds follow:
SMILES	TDP1 cell CPT	GCN5L2 inh	TDP1 cell noCPT
O=C(Nc1ccccc1Cl)N1CCN(c2ncccn2)CC1	4%	?	-4%
COc1ccccc1NC(=O)c1cccc(S(=O)(=O)N2CCN(Cc3ccccc3)CC2)c1	?	-8%	?
CNC(CC(=O)c1ccc([N+](=O)[O-])cc1)C(Cl)(Cl)Cl (centres undefined)	2.3µM*	2%	2.6µM*
CS(=O)(=O)c1ccccc1C(=O)Nc1ccc(S(=O)(=O)N2CCCC2)cc1	?	1%	-16%
O=C(CNC(=O)c1cccnc1)N/N=C/c1cccnc1	10%	20%	-3%
Cc1ccc(C)c(N2CCN(CC3CC=CCC3)CC2)c1 (centres undefined)	?	0%	?
NNC(=O)c1csc(-c2ccccc2)n1	-5%	-5%	-9%
Cc1cccc(CNC(=O)C2CCN(c3nc4ccc(Cl)cc4[nH]3)CC2)c1	?	-25%	?
CC(OC(=O)/C=C/c1cccs1)C(=O)NC1CCCCC1C (centres undefined)	-3%	-2%	18%
O=C(CCS(=O)(=O)c1ccc(Br)cc1)NCc1ccc(F)cc1	4%	-10%	-11%

The list continues:
SMILES	TDP1 cell CPT	GCN5L2 inh	TDP1 cell noCPT
CCOc1ccc(CCNC(=O)CCCn2nc(C)c3sc4ccccc4c3c2=O)cc1	?	-11%	?
COCC(=O)Nc1nc2ccc(C)cc2s1	-5%	-8%	-23%
CCCCOc1ccc(C(=O)Nc2ccc(S(=O)(=O)Nc3cc(C)on3)cc2)cc1OC	1%	0%	?
Cc1cc(Br)ccc1NC(=O)C1CCN(S(=O)(=O)c2cccc3nsnc23)CC1	?	-16%	?
[O-][n+]1cccc2ncc3cscc3c21	-2%	1%	9%
COC(=O)C1=C(O)/C(=C\c2cc(C)n(-c3ccccc3C)c2C)N=C1C	29µM*	-1%	?
COc1ccc(-c2noc(COC(=O)c3ccco3)n2)cc1OC	-18%	-9%	1%
COc1ccc(C(=O)N2CCN(C(=O)Cc3ccccc3)CC2)cc1OC	-2%	-9%	-7%
CC(=O)Nc1ccc(NC(=O)COC(=O)Cn2cnc3ccccc32)cc1	-5%	2%	-7%
COc1ccc(CCCC(=O)NC(C)c2ccccc2)cc1 (centres undefined)	1%	3%	-21%

(listing goes on)
SMILES	TDP1 cell CPT	GCN5L2 inh	TDP1 cell noCPT
CCN(CC)CCCCOc1ccccc1OC	-20%	-11%	-15%
CCCCn1c(N)c(N(CCOC)C(=O)c2cc(S(=O)(=O)N3CCOCC3)ccc2F)c(=O)[nH]c1=O	-1%	-15%	-5%
S=C(NCC1CCCO1)NC1CCCC1 (centres undefined)	19%	-9%	-9%
COc1cc(C(=O)Nc2cnc(NC(=O)C(C)C)cc2C)cc(OC)c1OC	3%	0%	2%
COc1ccc(CCC(=O)Nc2nc3ccccc3[nH]2)cc1	17%	0%	-13%
CC(C)[C@H](N)C(=O)N1CCC(C(=O)N[C@@H](Cc2ccccc2)C(=O)NCc2ccc(F)cc2)CC1	-1%	-10%	0%
CCCCOc1ccc(C2C(=O)N(C3CCCCC3)CC(=O)N2CC2CCCO2)cc1 (centres undefined)	?	-4%	?
CS(=O)(=O)c1ccccc1-c1nnc(NC(=O)c2ccc3ncsc3c2)o1	?	-10%	?
Cc1cccc(C(=O)Nc2ccc(NC(=O)CN3CCOCC3)cc2)c1	-3%	2%	-1%
